# Exocytosis inh: lytic granule exocytosis inhibition; TALL-104 LAMP-1 surface exposure, flow cytometry; cells stimulated with thapsigargin and PMA; inhibition, % at 10 µM; hit rate 0.66% among 360,000; AID 651702;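 active = inhibition above about 55%, limit read from the data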
# NOD2-RIPK2 inh: NOD2-RIPK2 protein interaction inhibition; O43353; CHO BLA complementation NOD2-RIPK2, CCF4 ratio; AID 624267; inhibition, % at 4.98 µM; hit rate 0.38% among 360,000; in the data active = inhibition above about 21%;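 note: 0% = vehicle only and 100% = reference blocker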
# Target sequence (O43353 whole entry, looked up): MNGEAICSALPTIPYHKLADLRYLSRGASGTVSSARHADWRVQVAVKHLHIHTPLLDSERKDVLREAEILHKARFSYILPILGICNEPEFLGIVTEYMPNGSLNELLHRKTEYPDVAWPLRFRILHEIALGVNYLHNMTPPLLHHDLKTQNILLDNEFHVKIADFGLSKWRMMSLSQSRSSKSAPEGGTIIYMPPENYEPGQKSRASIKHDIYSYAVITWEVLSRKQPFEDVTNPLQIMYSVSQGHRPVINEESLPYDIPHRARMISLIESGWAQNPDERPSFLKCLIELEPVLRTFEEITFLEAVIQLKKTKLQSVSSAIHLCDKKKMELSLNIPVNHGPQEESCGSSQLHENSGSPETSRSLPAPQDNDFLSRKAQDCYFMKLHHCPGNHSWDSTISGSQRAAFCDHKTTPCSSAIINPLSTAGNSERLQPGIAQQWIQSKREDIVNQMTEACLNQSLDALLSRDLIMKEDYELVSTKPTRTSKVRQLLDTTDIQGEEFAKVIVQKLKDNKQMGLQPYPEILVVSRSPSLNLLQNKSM
# TLR9-MyD88 block: TLR9-MyD88 interaction inhibition | CHO BLA complementation TLR9-MyD88, CCF4 FRET ratio | hit rate 0.21% among 340,000 | inhibition, % at 4.98 µM;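 active = inhibition above the mean over all tested compounds plus 3 SD, cut at about 21% in these data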;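 note: 0% = DMSO only wells and 100% = clavulanate BLA inhibitor control wells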
# TWEAK Fn14 block: blocks TWEAK-Fn14 interaction in a reporter cell assay; TWEAK-stimulated Fn14 reporter cells, luciferase luminescence, 8 h; inhibition, % at 10 µM; hit rate 2% among 360,000; AID 1159606; in the data active = inhibition above about 50%
# NR2F2 inh: NR2F2 (human) inhibition, primary screen; P24468; HEK293T NGFI-A luciferase reporter, luminescence; inhibition, % at 8.6 µM; hit rate 0.7% among 370,000; AID 686940;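 active = inhibition above a per-plate cutoff, mean inhibition of test wells between control levels plus 3 SD, cut at about 38% in these data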;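 note: cells cotransfected with COUP-TFII expression vector driving the NGFI-A reporter; 0% = median of COUP-TF2 test wells and 100% = reporter-only cells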
# LRH-1 inv ag: inverse agonists of human LRH-1 (NR5A2); O00482; HEK293T StAR-luciferase reporter, LRH-1 transfected, 24 h; inhibition, % at 3.6 µM; hit rate 0.13% among 360,000; AID 602396;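 active = inhibition above the mean inhibition of all tested compounds plus 3 SD, cut at about 73% in these data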;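 note: 0% = DMSO wells and 100% = reporter-only cells lacking LRH-1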
# Target sequence (O00482 whole entry, looked up): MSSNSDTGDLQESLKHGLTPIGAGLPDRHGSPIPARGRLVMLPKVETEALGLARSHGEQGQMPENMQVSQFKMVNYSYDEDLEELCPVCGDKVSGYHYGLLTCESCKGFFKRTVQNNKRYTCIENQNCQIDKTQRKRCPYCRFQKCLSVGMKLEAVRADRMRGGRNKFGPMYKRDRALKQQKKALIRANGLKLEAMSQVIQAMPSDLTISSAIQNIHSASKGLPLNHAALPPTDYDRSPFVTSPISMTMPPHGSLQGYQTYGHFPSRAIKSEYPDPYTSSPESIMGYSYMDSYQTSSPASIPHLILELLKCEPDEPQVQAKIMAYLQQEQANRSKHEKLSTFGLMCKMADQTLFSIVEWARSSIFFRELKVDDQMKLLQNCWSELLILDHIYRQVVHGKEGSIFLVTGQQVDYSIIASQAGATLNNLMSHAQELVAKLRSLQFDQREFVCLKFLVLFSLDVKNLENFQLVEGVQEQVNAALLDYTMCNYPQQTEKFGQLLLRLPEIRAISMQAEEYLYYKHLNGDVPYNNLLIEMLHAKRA
# TROY NFkB inh: inhibitors of TROY-dependent NF-kB signaling. hit rate 0.98% among 360,000. Q293 LMP1-TROYcd NF-kB luciferase reporter, 4 h. inhibition, % at 10 µM;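 active = compounds whose plate-normalised and pattern-corrected inhibition of the luciferase reporter signal at the single screening dose is 50% or more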
# ABHD5-PLIN5 inh: ABHD5-PLIN5 protein interaction inhibition; Split G. princeps luciferase complementation, luminescence, 4 h; hit rate 0.78% among 360,000; Q00G26+Q8WTS1; inhibition, % at 4 µM;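 active = inhibition above the mean inhibition across every tested compound plus 3 SD, cut at about 22% in these data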;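 note: 0% = DMSO only wells and the 100% control is not disclosed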
# NCOA2 inhibitor: human SRC2 (NCOA2) inhibition; inhibition, % at 9 µM; HEK293 GAL4-SRC2 luciferase reporter, luminescence; Q15596; hit rate 0.17% among 370,000;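 active = inhibition above the mean inhibition of all tested compounds plus 3 SD, set per campaign, cut at about 52% in these data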;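 note: 0% = DMSO treated cells and 100% = cells given Gossypol at 36 µM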
# NCOA1 inh: human NCOA1 inhibition; hit rate 0.12% among 360,000; AID 588354; inhibition, % at 3.6 µM; Q15788; HEK293 GAL4-SRC1 luciferase reporter, luminescence;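 active = inhibition above the campaign mean plus 3 SD, with each screening campaign given its own cutoff, cut at about 60% in these data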;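 note: 0% = DMSO treated cells and 100% = gossypol at 36 µM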
# SRC3 inh: human NCOA3 inhibition | hit rate 0.17% among 360,000 | Q9Y6Q9 | inhibition, % at 3.6 µM | HEK293 GAL4-SRC3 luciferase reporter, luminescence;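 active = inhibition above a per-campaign cutoff, the mean of all compounds plus 3 SD, cut at about 60% in these data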;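 note: 0% = DMSO-treated cells and 100% = gossypol-treated cells at 36 µM; higher means less SRC3-driven luciferase light from the GAL4 reporter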
# Active calls of the source: *; . = not tested or not shown. An excerpt, so the mix of outcomes need not match the whole.
SMILES,Exocytosis inh,NOD2-RIPK2 inh,TLR9-MyD88 block,TWEAK Fn14 block,NR2F2 inh,LRH-1 inv ag,TROY NFkB inh,ABHD5-PLIN5 inh,NCOA2 inhibitor,NCOA1 inh,SRC3 inh
Cc1ccc(N(C)S(=O)(=O)c2ccc3c(c2)CC(C)N3C(=O)C2CC2)cc1 (stereo unspecified),0,-23,1,-4,12,26,13,-3,-32,-4,-3
O=C(c1ccc(Br)cc1)N1CCN(c2ncccn2)CC1,-3,-7,-5,1,4,-9,-8,1,-13,-14,25
CC(=O)Nc1ccc(S(=O)(=O)Nc2ccc(F)c([N+](=O)[O-])c2)cc1,2,10,-5,9,-7,5,8,-1,-2,7,10
COc1ccc(S(=O)(=O)NCc2cccnc2)cc1NC(=O)c1ccc(C)cc1,5,-3,-6,-17,19,-8,-7,0,-4,-7,1
CCCn1c(=O)c(C(=O)NCCc2ccc(Cl)cc2)c(O)c2ccccc21,7,-7,2,20,11,4,19,2,-9,16,2
O=C(CO/N=C/c1cccc([N+](=O)[O-])c1)NC1CCCCCC1,0,2,-6,17,16,9,-11,6,-17,10,15
COc1ccc(CCC(=O)NCCS(=O)(=O)N2CCN(c3ccccc3)CC2)cc1,7,-1,-3,15,2,25,5,7,10,-1,19
Cc1nc2nc(SCc3ccc([N+](=O)[O-])cc3)[nH]c2cc1Br,-3,1,-4,-34,-15,3,-5,2,-11,-8,14
O=C(N/N=C/c1ccc(O)cc1)/C(=C/c1ccccc1)CCO,-3,-9,2,-3,-6,-5,-55,6,-15,-10,9
O=[N+]([O-])c1ccc2c(c1)-c1ccccc1C2O (stereo unspecified),-3,1,4,-13,6,38,-19,9,-3,-7,-3
NC(=O)C1(C(N)=O)OC1c1ccccc1 (stereo unspecified),-3,-11,3,5,-2,-12,3,-1,-16,-11,-7
COc1ccc2cc(C#N)c(Cl)nc2c1,0,-8,.,0,-14,16,-22,4,-8,-1,13
Cc1cc(C(=O)CSc2nnc(-c3ccco3)o2)c(C)n1Cc1ccco1,1,-5,8,6,-7,-28,13,4,-20,-28,-44
O=C(c1cc(C2CC2)nn1-c1ccccc1)N1CCN(Cc2c(F)cccc2Cl)CC1,2,-12,-3,-17,0,11,-2,2,3,-11,12
Cc1noc(C)c1NC(=O)N(C)C[C@@H]1OCc2cnnn2CCCC(=O)N([C@@H](C)CO)C[C@@H]1C,2,9,-4,-4,-8,-14,-3,-7,-14,-1,2
N=c1c2ccccc2nnn1-c1cccc(C(F)(F)F)c1,10,-5,2,-11,-8,-11,-25,-2,20,4,11
O=C(COc1ccccc1F)N1CCc2ccccc2C1,1,-16,2,-10,-13,-26,-41,2,-29,-33,-27
CC(=O)c1ccc(S(=O)(=O)NCCC(=O)OCC(=O)N2CCCC2=O)cc1,-18,-40,6,-15,-22,-14,-14,-2,-2,-16,7
CN(CC(O)COc1ccc2ccccc2c1)C1CCCCC1 (stereo unspecified),17,3,-17,5,-12,-8,7,0,-27,-7,1
CC(=O)NC(c1ccc([N+](=O)[O-])cc1)c1c(O)ccc2ccccc12 (stereo unspecified),-2,-9,-2,2,20,6,18,6,16,-2,6

# Three compounds out of the list, ordered by formula weight, rising:
SMILES,Exocytosis inh,NOD2-RIPK2 inh,TLR9-MyD88 block,TWEAK Fn14 block,NR2F2 inh,LRH-1 inv ag,TROY NFkB inh,ABHD5-PLIN5 inh,NCOA2 inhibitor,NCOA1 inh,SRC3 inh
Cc1ccc(N(C)S(=O)(=O)c2ccc3c(c2)CC(C)N3C(=O)C2CC2)cc1 (stereo unspecified),0,-23,1,-4,12,26,13,-3,-32,-4,-3
CC(=O)c1ccc(S(=O)(=O)NCCC(=O)OCC(=O)N2CCCC2=O)cc1,-18,-40,6,-15,-22,-14,-14,-2,-2,-16,7
Cc1noc(C)c1NC(=O)N(C)C[C@@H]1OCc2cnnn2CCCC(=O)N([C@@H](C)CO)C[C@@H]1C,2,9,-4,-4,-8,-14,-3,-7,-14,-1,2

# (listing goes on)
SMILES,Exocytosis inh,NOD2-RIPK2 inh,TLR9-MyD88 block,TWEAK Fn14 block,NR2F2 inh,LRH-1 inv ag,TROY NFkB inh,ABHD5-PLIN5 inh,NCOA2 inhibitor,NCOA1 inh,SRC3 inh
Cc1nc(NC(=O)/C=C/c2ccccc2)sc1C(=O)Nc1cccc(Cl)c1,-2,0,2,4,-3,2,16,3,-13,-4,-10
CCC(C)c1ccc(S(=O)(=O)N2CCN(CC(O)COCC3CCCO3)CC2)cc1 (stereo unspecified),-4,-5,3,4,0,16,-2,-6,-5,-5,-33
CC(=O)NS(=O)(=O)c1ccc(NC(=O)c2ccc(-n3nc(C)cc3C)cc2)cc1,0,1,-5,-2,-4,-2,-14,4,-20,6,-12
CCCCn1c(N)c(N(CC(C)C)C(=O)c2cc(-c3ccc(OC)cc3)nc3ccccc23)c(=O)[nH]c1=O,4,-5,-4,8,0,-9,-4,1,-12,-19,7
CN(C)CCN(C(=O)/C=C/c1cccs1)c1nc2ccc(Br)cc2s1,33,18,4,-12,-12,-7,-30,15,12,5,16
Cc1cc(C)nc(N2CCCC(C(=O)Nc3nc4ccc(S(C)(=O)=O)cc4s3)C2)n1 (stereo unspecified),-1,0,-7,-15,7,28,18,-1,2,-7,-3
Cc1cc(Br)ccc1NC(=O)CNC(=O)CSc1ncccn1,0,4,6,9,-10,4,6,-7,-6,5,10
COc1ccc(Cl)cc1NC(=O)CN(C)CC(=O)NCc1cccs1,-4,-6,-7,-13,13,5,-16,8,6,-10,11
O=C(c1ccc(F)cc1)N1CCN(c2ncccn2)CC1,1,-6,-11,7,4,-12,-7,-2,6,-3,10
O=[N+]([O-])c1cccc(COc2cccc(CO)c2)c1,6,-3,5,-32,-38,-21,-42,-7,-27,-41,-34
COc1ccc(NC(=O)c2ccc3[nH]c(C)c(C)c3c2)c(OC)c1,-6,-1,-7,-37,-9,-23,-47,-2,-22,-6,-19
COc1ccc(NC(=O)CSCC(=O)Nc2cccc(S(=O)(=O)N3CCCCCC3)c2)cc1,-1,-16,-2,9,2,-50,17,-2,23,-20,-16
COc1ccc(NC(=O)CSc2nnc(-c3ccccc3C)n2C)cc1,-1,-11,1,-13,-8,16,-5,3,4,11,9
Cn1c(SCC(=O)c2ccccc2)nnc1C1CC1,-4,4,1,-5,-12,-14,-10,-5,-19,-3,1
COc1ccc(C=C2CCC3C(=O)CCCC3(C)C2=O)cc1 (stereo unspecified),0,-2,-16,-31,-29,-76,-58,0,-50,-94,-105
COC(=O)C1=C(C)N(c2cc(C)cc(C)c2)/C(=C/c2ccco2)C1=O,7,-4,18,31,-1,9,28,7,4,-3,3
Cn1c(N)c(C(=O)COC(=O)c2ccc(Cl)nc2)c(=O)n(C)c1=O,-2,11,-8,2,-13,10,-6,-3,1,3,-1
Nn1c(SCC(=O)NCC2CCCO2)nnc1-c1cc(Cl)ccc1Cl (stereo unspecified),10,8,-11,2,17,-3,-6,-4,-13,-26,-4
COC(=O)c1ccc(C(=O)NC2CCCc3c2cnn3-c2ccc(C)c(C)c2)cc1 (stereo unspecified),-4,-3,-10,28,6,14,26,-10,25,-15,-13
CCCC1(C(=O)OC)NC(c2cccc(F)c2)C2C(=O)N(CC)C(=O)C21 (stereo unspecified),1,-6,3,-14,8,4,-6,-3,8,-14,18
CC(=O)OCCn1c([N+](=O)[O-])cnc1C=[N+]([O-])C1CCCCC1,-2,-2,0,5,-9,-5,0,-2,-7,-23,-8
O=[N+]([O-])c1cc(-c2csc(NCCc3nc4cc(C(F)(F)F)ccc4n3CCCO)n2)ccc1Cl,-9,-8,-3,-18,-4,-1,-19,4,3,-7,-30
CCN(CC(=O)NCc1cccs1)S(=O)(=O)c1cccc(C(C)=O)c1,3,1,-4,7,-7,3,14,-2,-46,-7,18
Cc1ccc(C)c(N2CCN(C(=O)Cn3ncc4c([nH]c5ccc(C)cc54)c3=O)CC2)c1,-1,-8,-6,-40,-7,4,8,3,-3,15,13
Cc1ccc(NC(=O)c2ccc3nsnc3c2)c(Cl)c1,-4,6,1,45,-31,-124,12,4,-41,-59,-40
COc1cccc(NC(=O)C(=O)NCC(c2ccco2)N2CCc3ccccc3C2)c1 (stereo unspecified),-2,1,-1,22,-15,8,-4,-9,12,-9,-20
O=C(Nc1ccc(F)c(Cl)c1)c1cccnc1,-2,-8,-2,-28,-15,-3,-48,6,-11,1,-4
Cc1cc(NC(=O)CSc2nnc(C)n2-c2ccccc2)no1,-1,0,5,-11,15,1,-10,-10,-7,6,12
CC(=O)n1cc([C@H]2C=C(C(=O)NCc3ccccc3)O[C@@H](OCCCCO)C2)c2ccccc21,4,12,-3,3,0,-9,-14,5,-13,-2,10
Cc1ccccc1NC(=O)CCc1c(C)nn(-c2ccc(N3CCCCC3)nn2)c1C,0,-5,-3,-4,-2,-21,-4,9,-29,-21,7
O=C(CN1C(=O)C2CC=CCC2C1=O)Nc1cc(C(F)(F)F)ccc1N1CCCC1 (stereo unspecified),-6,-1,-16,-1,12,-3,-10,-1,27,1,0
C/C(=N/NC(=O)c1ccncc1)c1ccc(NC(=O)c2ccccc2)cc1,4,-6,-1,-1,-5,-14,5,-2,-28,-3,-12
CSC1=NCCN1C(=O)c1ccc(Br)o1,-10,3,-1,-2,-11,1,-12,6,4,-24,6
Cc1sc(N/N=C/C=C/c2ccccc2)nc1-c1ccccc1,4,-20,7,-13,11,3,-34,-2,-2,-3,-33
CCC(C(=O)OC)n1cnc2c(nnn2-c2ccc(C)cc2)c1=O (stereo unspecified),-1,-5,1,10,-9,3,31,6,8,-22,-14
Cn1c(C(=O)N2CCCC(C(=O)NCCN3CCOCC3)C2)cc2sccc21 (stereo unspecified),-3,-10,-12,-14,2,13,-10,2,-21,9,-13
CCOc1ccccc1NC(=S)NCc1ccccc1,-4,-8,0,0,19,-15,18,-7,-9,-28,-5
O=S(=O)(Cc1nnnn1-c1ccc(Br)cc1)c1ccccc1,7,-1,-6,2,0,0,-5,1,-18,-1,-11
CN1C(=O)C(C)(C)c2cc(S(=O)(=O)N3CCC(C(=O)NCc4ccc(F)cc4)CC3)ccc21,3,-8,-7,-2,2,11,2,4,-8,10,-3
COc1ccc(C2C(C(=O)N3CCN(c4ccc(OC)cc4)CC3)c3ccccc3C(=O)N2C)cc1 (stereo unspecified),0,-5,-16,17,8,-2,6,9,33,3,11
CC(CC(=O)OCC(=O)NC1CCS(=O)(=O)C1)c1ccccc1 (stereo unspecified),-2,-6,-13,-2,-4,-7,-4,-2,13,-5,1
COc1cc(/C=N/Nc2ccc3ccccc3c2)ccc1OC(=O)c1ccco1,2,-11,-10,51*,-1,-7,46,2,-5,-14,6
Cc1ccc(C(=O)/C=C/c2ccc(-c3ccc(C)cc3)o2)cc1,72*,-7,0,24,4,-8,-9,14,-18,-4,-11
COC(=O)c1ccc(C)c(NC(=O)c2ccc(CN3CCc4ccccc4C3)cc2)c1,5,-1,10,16,8,10,21,9,12,2,2
Cc1sc2ncn3ncnc3c2c1C,-2,-5,2,15,25,25,8,1,25,35,25
CCCn1c(-c2ccc[nH]c2=O)nc2ccccc21,2,-8,9,12,-5,9,-12,4,-20,-12,2
O=C(O)c1cccc(S(=O)(=O)Nc2ccc(Oc3ccccc3)cc2)c1,1,-7,-4,15,-10,-29,4,4,-24,-14,11
C/C(=N\NC(=O)Cc1cccn1C)c1cccs1,-1,0,10,-2,1,-20,-36,-2,-10,1,5
